Source: PubChem
HIV fusion peptide: inhibitors of HIV fusion peptide binding, primary screen, biochemical, uHTS, fluorescence dequenching (AID 1986). one-dose inhibition, % at 20 µM; IC50 in µM for titrated hits. cell-free peptide binding, fluorescence dequenching, 30 min; higher % means a stronger effect. actives 0.3% (n = 290,000); in the data active = inhibition mostly above about 52%, no sharp cut-off; inactive = mostly below about 76%; note: some results filed as inactive read as strong as hits
NOD1 NF-kB reporter: inhibition of NOD1-driven NF-kB reporter – cell-based, luminescence, uHTS, primary screen (AID 1578); actives 1% (n = 290,000); NOD1-driven NF-kB luciferase reporter cells, luminescence; higher % means a stronger effect; inhibition, % at 4 µM; hits with a dose series show EC50 in µM; in the data active = inhibition mostly above about 36%, no sharp cut-off; inactive = mostly below about 34%;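 note: HEK-293T reporter cells stimulated with the NOD1 agonist gamma-tri-DAP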
West Nile antiviral: inhibition of WNV-induced cytopathic effect – cell-based, CPE readout (AID 1621); actives 0.02% (n = 290,000); CPE inhibition, % at 10 µM; hits with a dose series show IC50 in µM; West Nile virus-infected cells, CPE inhibition; higher % means a stronger effect; in the data active = a potency from the dose series; inconclusive = CPE inhibition mostly from about 3.7% at the one dose, without a potency; inactive = the rest, 99 in 100 with CPE inhibition below about 2.2%; note: strong numbers were not always called active
NS5 inhibitors: flavivirus cap methylation enzyme inhibition – biochemical, confirmation dose response, primary screen (AID 588689); actives 0.3% (n = 340,000); inhibition, % at 25 µM; hits with a dose series show IC50 in µM; Dengue-2 NS5 methyltransferase capping enzyme assay, biochemical; higher % means a stronger effect; in the data active = a potency from the dose series; inconclusive = inhibition above about 29% without an active follow-up result
AID2073: disruptors of CaV2.2 binding to Mint1 – biochemical, HTRF (AID 2073). HTRF protein-protein interaction, Mint1-CaV2.2; higher % means a stronger effect. one-dose inhibition, % at 20 µM; IC50 in µM for titrated hits. actives 0.19% (n = 290,000); in the data active = inhibition mostly above about 51%, no sharp cut-off; inconclusive = no clear call, values can overlap the other calls; inactive = mostly below about 53%; note: some results filed as inactive read as strong as hits
NOD2 inhibition: NOD2 signaling inhibitors, cell-based, luminescence, uHTS, HEK293 (AID 1566). HEK293 NOD2/NF-kB luciferase reporter, luminescence; higher % means a stronger effect. inhibition, % at 4 µM; hits with a dose series show EC50 in µM. actives 0.63% (n = 290,000); note: many of its hits are not listed in these tables
KOR beta-arrestin-1: kappa opioid receptor activators – cell-based, luminescence, uHTS, primary screen (AID 1777); activation, % at 10 µM, or EC50 in µM where a hit was titrated; KOR beta-arrestin recruitment, luminescence; higher % means a stronger effect; actives 0.02% (n = 280,000); in the data active = activation above about 50%, passing the limit was not always enough; note: a part of the inactive calls stands beside numbers as strong as those of hits
Yfh1-off respiration: mitochondrial function rescue without frataxin homolog – Friedreich's ataxia, plus single-dose screen, dose response (AID 1465); S. cerevisiae Yfh1-off respiration, WST-1 reduction, 72 h; higher fold induction means a stronger effect; fold induction at 50 µM; hits with a dose series show EC50 in µM; actives 0.074% (n = 220,000);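 active = fold induction of absorbance versus untreated yeast above a set limit, then at least 30% activation at any dose in follow-up; inconclusive = repeats straddling the limit, or above it without dose testing; inactive = fold induction below the set limit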;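 note: activators that raise dye reduction in frataxin-depleted yeast; strong numbers were not always called active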
KOR beta-arrestin-2: kappa opioid receptor blockers – cell-based, luminescence, uHTS (AID 1778); inhibition, % at 10 µM; hits with a dose series show IC50 in µM; actives 0.091% (n = 290,000); KOR beta-arrestin recruitment, luminescence, antagonist mode; higher % means a stronger effect; note: strong numbers were not always called active
Starred values were filed as active, the others as inactive; i = inactive; ? = inconclusive; . = no result given; [ ] = another dose, or the depositor's remark. Cut-off read from the data, not from the text of the source, unless noted: active = inhibition above about 50%; inactive = the rest.

no.	SMILES	HIV fusion peptide	NOD1 NF-kB reporter	West Nile antiviral	NS5 inhibitors	AID2073
1	CCOc1ccc(CO[C@@H]2O[C@H](CO)[C@@H](O)[C@H](O)[C@H]2NC(C)=O)cc1OC	0.9%	-12%	0.2%	1%	0%
2	Cn1c(NC(=O)c2cccs2)c(-c2cccs2)c(=O)c2ccccc21	9.5%	3%	-0.6%	0%	8%
3	CCN(CC)C(=O)Cn1cc(S(=O)(=O)CC(=O)NCc2ccccc2)c2ccccc21	-1.4%	10%	-0.3%	-1%	4%
4	O=C(NCCCN1CCCC1=O)c1sc2ccccc2c1Cl	0.4%	-11%	-0.1%	-5%	8%
5	COc1ccc2cc(-c3ccccc3)c(=O)oc2c1	-0.5%	-63%	-0.1%	-10%	22%
6	CCCCc1nnc(NC(=O)c2nc3nccc(C)n3n2)s1	4.0%	-25%	-0.3%	-7%	11%
7	COc1ccc(CNC(=O)c2cc(=O)c3ccccc3o2)cc1	-0.3%	2%	-0.4%	-9%	19%
8	CC(=O)c1cccc(OCc2cc(C(=O)NCCC3=CCCCC3)no2)c1	-1.6%	-69%	-0.3%	-8%	-6%

no.	NOD2 inhibition	KOR beta-arrestin-1	Yfh1-off respiration	KOR beta-arrestin-2
1	-4%	4.8%	.	-18%
2	7%	-10%	i	-16%
3	-23%	-6.6%	.	21%
4	-8%	-0.8%	.	8%
5	-86%	-5.5%	.	-25%
6	-1%	-1.8%	i	17%
7	0%	-1.1%	.	-16%
8	-36%	1.2%	.	-8%

Following part:
no.	SMILES	HIV fusion peptide	NOD1 NF-kB reporter	West Nile antiviral	NS5 inhibitors	AID2073
9	COCCn1c(Br)nc2c1c(=O)n(C)c(=O)n2C	-0.4%	-8%	0.0%	.	0%
10	C/C=C/C=C/C(=O)OC(C)C(=O)Nc1cc([N+](=O)[O-])ccc1OC (configuration not stated)	-1.4%	-13%	-0.8%	-7%	0%
11	Cc1ccc(S(=O)(=O)Nc2nc3ccc(S(=O)(=O)N4CCCC4)cc3s2)cc1	36%	16%	0.4%	2%	9%
12	Cn1[nH]c(-c2ccccc2)c(/C=N/O)c1=O	-5.3%	-36%	0.2%	.	21%
13	CC(Sc1ccccc1)C(=O)NN=C1CCCC1 (configuration not stated)	-2.0%	-9%	0.2%	5%	4%
14	Cc1csc(Sc2ccc([N+](=O)[O-])cc2C(=O)OCC(=O)NC(=O)NC(C)(C)C)n1	0.0%	-12%	0.3%	.	4%
15	CC(O)/C=C/C1OC(=O)CC1Nc1ccc(C=O)cc1 (configuration not stated)	-1.8%	-11%	-0.6%	-8%	7%
16	COc1cc(/C=N/N=C(/N)c2nonc2N)cc(Br)c1OCc1ccccc1C	2.5%	-77%	?	-11%	7%

no.	NOD2 inhibition	KOR beta-arrestin-1	Yfh1-off respiration	KOR beta-arrestin-2
9	20%	.	i	20%[20 µM]
10	24%	-3.6%	i	11%
11	6%	6.6%	i	-39%
12	12%	-1.9%	i	1%
13	10%	1.6%	i	-11%
14	-5%	0.2%	i	-1%
15	-6%	-4.7%	i	-7%
16	5%	-0.9%	i	16%

Part of the list above in a different format.
Results follow in this order: HIV fusion peptide	NOD1 NF-kB reporter	West Nile antiviral	NS5 inhibitors	AID2073	NOD2 inhibition	KOR beta-arrestin-1	Yfh1-off respiration	KOR beta-arrestin-2
1	CCOc1ccc(CO[C@@H]2O[C@H](CO)[C@@H](O)[C@H](O)[C@H]2NC(C)=O)cc1OC
    0.9%	-12%	0.2%	1%	0%	-4%	4.8%	.	-18%
2	Cn1c(NC(=O)c2cccs2)c(-c2cccs2)c(=O)c2ccccc21
    9.5%	3%	-0.6%	0%	8%	7%	-10%	i	-16%
3	CCN(CC)C(=O)Cn1cc(S(=O)(=O)CC(=O)NCc2ccccc2)c2ccccc21
    -1.4%	10%	-0.3%	-1%	4%	-23%	-6.6%	.	21%
4	O=C(NCCCN1CCCC1=O)c1sc2ccccc2c1Cl
    0.4%	-11%	-0.1%	-5%	8%	-8%	-0.8%	.	8%
5	COc1ccc2cc(-c3ccccc3)c(=O)oc2c1
    -0.5%	-63%	-0.1%	-10%	22%	-86%	-5.5%	.	-25%
6	CCCCc1nnc(NC(=O)c2nc3nccc(C)n3n2)s1
    4.0%	-25%	-0.3%	-7%	11%	-1%	-1.8%	i	17%
7	COc1ccc(CNC(=O)c2cc(=O)c3ccccc3o2)cc1
    -0.3%	2%	-0.4%	-9%	19%	0%	-1.1%	.	-16%
8	CC(=O)c1cccc(OCc2cc(C(=O)NCCC3=CCCCC3)no2)c1
    -1.6%	-69%	-0.3%	-8%	-6%	-36%	1.2%	.	-8%
9	COCCn1c(Br)nc2c1c(=O)n(C)c(=O)n2C
    -0.4%	-8%	0.0%	.	0%	20%	.	i	20%[20 µM]
10	C/C=C/C=C/C(=O)OC(C)C(=O)Nc1cc([N+](=O)[O-])ccc1OC (configuration not stated)
    -1.4%	-13%	-0.8%	-7%	0%	24%	-3.6%	i	11%

Carrying on:
no.	SMILES	HIV fusion peptide	NOD1 NF-kB reporter	West Nile antiviral	NS5 inhibitors	AID2073
17	COc1ccc(OC)c2sc(NC(=O)C(C)C)nc12	-5.0%	19%	0.0%	-1%	16%
18	Cc1ccc(C(=O)N/C(=C\c2ccco2)C(=O)NCCN2CCCCC2)cc1C	0.1%	43%	-0.4%	-1%	-10%
19	CCOC(=O)c1cn(-c2ccccc2CO)c2c(F)c(F)c(F)cc2c1=O	0.8%	4%	-1.7%	-10%	-2%
20	CCOC(CNC(=O)c1ccc2c(c1)ncn2-c1ccc(F)c(F)c1)OCC	-0.2%	-22%	0.7%	-9%	-11%
21	CCOC(=O)c1c(C)c(C(=O)N2CCN(c3ccc(F)cc3)CC2)c(C)n1C	0.0%	-6%	-0.6%	-8%	4%
22	O=C(N/N=C/c1cccnc1)c1ccccc1[N+](=O)[O-]	1.1%	-5%	0.9%	-7%	5%
23	Cc1cc(OCC(=O)NC2CC(C)(C)NC(C)(C)C2)c(C)cc1Br	-0.4%	-24%	0.0%	1%	8%
24	COc1ccc([N+](=O)[O-])cc1NC(=O)C(C)c1ccccc1 (configuration not stated)	-1.3%	-9%	-0.8%	-2%	4%

no.	NOD2 inhibition	KOR beta-arrestin-1	Yfh1-off respiration	KOR beta-arrestin-2
17	3%	-5.0%	i	-29%
18	23%	-2.5%	.	17%
19	12%	-2.2%	i	27%
20	-32%	4.6%	i	-26%
21	13%	-3.7%	i	-10%
22	14%	-4.2%	i	-1%
23	-7%	2.9%	.	-24%
24	-7%	-3.0%	i	.

Additional entries follow.
no.	SMILES	HIV fusion peptide	NOD1 NF-kB reporter	West Nile antiviral	NS5 inhibitors	AID2073
25	CNc1nc(N(C)C)nc(N(C)C)n1	2.4%	-8%	0.2%	-3%	10%
26	Cc1csc(Sc2ccc(C(=O)OCC(=O)Nc3ccc(OC(F)(F)F)cc3)cc2[N+](=O)[O-])n1	0.3%	-2%	0.0%	-4%	0%
27	Cc1cc(C)nc(SCC(=O)Nc2ccc(S(=O)(=O)NC(C)(C)C)cc2)n1	0.9%	-4%	0.5%	-4%	4%
28	Cc1cc(C)c(S(=O)(=O)Nc2cc(C)on2)c(C)c1	1.2%	-20%	0.3%	-8%	2%
29	O=C(NCCO)C1CCN(S(=O)(=O)c2ccc(F)cc2)CC1	-2.2%	-15%	.	9%	-6%
30	Cc1nn(-c2ccccc2)c(C)c1C(=O)OC/C(O)=C(\C#N)c1nc2ccccc2[nH]1	-0.8%	34%	1.9%	-20%	12%
31	O=C(Nc1ccc2c(c1)CCCN2C(=O)c1cccs1)c1cccc(F)c1	-0.9%	-20%	0.0%	-10%	8%
32	CCC1CCCCN1C(=O)Cn1c(=O)n(CCCC(=O)NCc2ccco2)c(=O)c2sccc21 (configuration not stated)	-0.1%	-24%	-0.1%	3%	-2%

no.	NOD2 inhibition	KOR beta-arrestin-1	Yfh1-off respiration	KOR beta-arrestin-2
25	-8%	0.4%	i	-6%
26	24%	1.0%	i	-6%
27	0%	2.2%	i	2%
28	3%	-3.4%	.	2%
29	-4%	1.6%	.	-23%
30	21%	6.4%	i	-16%
31	-29%	1.9%	.	-16%
32	-4%	2.1%	.	-5%

(further entries)
no.	SMILES	HIV fusion peptide	NOD1 NF-kB reporter	West Nile antiviral	NS5 inhibitors	AID2073
33	CC1(C)Cc2cccc(OCC(O)CNCc3ccccn3)c2O1 (configuration not stated)	1.2%	-2%	-0.3%	-3%	4%
34	COc1ccccc1OCC(=O)Nc1cccc(N(C)S(C)(=O)=O)c1	3.4%	-7%	0.5%	-10%	-2%
35	Cc1cc(CNC(=O)C(C)n2cc([N+](=O)[O-])cn2)c2ccccc2n1 (configuration not stated)	-1.4%	-16%	1.0%	-5%	-12%
36	O=C(NCCC1=CCCCC1)c1cnc2n(c1=O)CCS2	-3.2%	-26%	1.2%	3%	7%
37	CC(=O)Nc1ccc(NC(=O)CSc2nnnn2-c2ccc(F)cc2)cc1	-0.1%	6%	-0.8%	2%	4%
38	Cc1ccc(C(=O)CC(C(=O)O)n2cnc([N+](=O)[O-])n2)cc1 (configuration not stated)	0.1%	-19%	-0.6%	20%	9%
39	Cc1noc(C)c1COC(=O)c1ccccc1Oc1ccccc1	-3.2%	-31%	0.7%	-10%	4%
40	CCCCC1=CC2=C(c3ccco3)C(=O)C(C)(OC(=O)c3ccc(OC)cc3)C(=O)C2=CN1C1CCCCC1 (configuration not stated)	-0.9%	14%	-0.3%	?	-4%

no.	NOD2 inhibition	KOR beta-arrestin-1	Yfh1-off respiration	KOR beta-arrestin-2
33	16%	7.0%	i	-22%
34	8%	-4.2%	i	-18%
35	12%	-7.2%	i	-5%
36	16%	11%	i	13%
37	-2%	0.7%	.	-27%
38	14%	.	i	-32%[20 µM]
39	-5%	-4.1%	i	17%
40	12%	0.6%	i	-24%

Additional compounds follow:
no.	SMILES	HIV fusion peptide	NOD1 NF-kB reporter	West Nile antiviral	NS5 inhibitors	AID2073
41	CCOC(=O)c1nnn(-c2nonc2N)c1CNc1ccc(C)c(Br)c1	0.2%	1%	.	2%	1%
42	CCOc1ccc(Cl)cc1CNc1nnnn1C	1.0%	1%	0.7%	2%	4%
43	O=C(CSc1ccc2nc(-c3ccccc3)cn2n1)NCC1CCCO1 (configuration not stated)	-1.2%	-20%	0.1%	3%	7%
44	COCC1CCCN(Cc2cn(-c3ccccc3)nc2-c2ccc3c(c2)OCO3)C1 (configuration not stated)	-0.2%	18%	-1.2%	-10%	-7%
45	COc1ccccc1CC(=O)NC(=O)c1ccccc1O	-2.4%	-4%	0.5%	1%	25%
46	Cc1ccc(S(=O)(=O)NCCSc2nncn2C)cc1	-1.6%	-20%	0.6%	-7%	8%
47	CN1CCN(C(=S)Nc2cccc(S(=O)(=O)N(C)C)c2)CC1	1.3%	-31%	-0.1%	0%	-15%
48	CCN(C(=O)COC(=O)c1cn(-c2ccccc2)nc1-c1ccccc1)C1CCS(=O)(=O)C1 (configuration not stated)	-0.3%	-33%	-0.1%	1%	8%

no.	NOD2 inhibition	KOR beta-arrestin-1	Yfh1-off respiration	KOR beta-arrestin-2
41	9%	-0.1%	.	3%
42	6%	-5.6%	i	-3%[20 µM]
43	-28%	4.7%	.	-53%
44	14%	.	i	-24%[20 µM]
45	-1%	2.1%	.	-1%
46	4%	-0.9%	.	-3%
47	0%	-0.3%	i	20%
48	15%	1.3%	i	-28%

This is a subset; rates above refer to the full screens.
